Screening data as filed in PubChem BioAssay.
EBV gp42 inh = Epstein-Barr virus gp42 inhibitors, primary screen, biochemical, uHTS, fluorescence polarization; Glycoprotein 42 (Epstein-Barr virus (strain AG876)), Q1HVG2; Fluorescence polarization binding assay, mP read-out; inhibition, % (tested at 21.74 µM); hit rate 0.42% among 220,000; AID 1085, 2008; in the data active = inhibition above about 50%
Target sequence (Q1HVG2 whole entry, looked up): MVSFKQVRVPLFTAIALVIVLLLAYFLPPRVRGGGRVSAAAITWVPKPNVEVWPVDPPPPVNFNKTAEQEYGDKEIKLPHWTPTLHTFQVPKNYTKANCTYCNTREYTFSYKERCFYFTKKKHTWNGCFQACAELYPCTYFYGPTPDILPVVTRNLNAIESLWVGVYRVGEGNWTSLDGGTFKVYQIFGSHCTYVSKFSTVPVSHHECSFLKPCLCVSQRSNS
RBBP9 inh = human RBBP9 inhibitors, primary screen, biochemical, fluorescence polarization, FP-Rh probe, HTS. hit rate 0.2% among 220,000. Serine hydrolase RBBP9 (Homo sapiens), O75884. inhibition, % at 7.94 µM. recombinant RBBP9;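 active = inhibition above the campaign mean of all tested compounds plus 3 SD, cut at about 14% in these data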;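 note: plate controls were DMSO wells with RBBP9 for no effect and wells lacking RBBP9 protein for full effect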
Target sequence (O75884 whole entry, looked up): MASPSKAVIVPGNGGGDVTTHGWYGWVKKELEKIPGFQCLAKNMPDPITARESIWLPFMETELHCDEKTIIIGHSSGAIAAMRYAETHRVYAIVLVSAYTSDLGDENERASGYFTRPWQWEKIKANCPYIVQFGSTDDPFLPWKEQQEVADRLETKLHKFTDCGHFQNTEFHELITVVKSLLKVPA
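Assay system: recombinant human RBBP9; Reagent: Serine-hydrolase probe FP-Rh, 375 nM pre-mixing; Doses: 7.94 µM single dose, 0.794% DMSO; Incubation: 30 min then 45 min, 25 °C; Detection: fluorescence polarization (mP), excitation 525 nm, emission 598 nm; Evaluation: percent inhibition from mP, scaled between DMSO and no-protein wells.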
Furin inhibitor = human furin inhibitors, primary screen, biochemical, fluorescence intensity. AID 463115, 2010. inhibition, % at 30 µM. hit rate 0.061% among 220,000. purified furin, fluorogenic substrate cleavage; in the data active = inhibition above about 25%; note: inactives centre near -15
Tb hexokinase = Trypanosoma brucei hexokinase 1 inhibitors, primary screen, biochemical, G6PDH-coupled NADH absorbance, MLSCN library. hexokinase 1 [Trypanosoma brucei]. recombinant TbHK1, G6PDH-coupled NADH A340. inhibition, % at 10 µM. hit rate 0.11% among 220,000. AID 1430, 2008;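 active = inhibition of 50% or more in the single-dose primary screen; inactive = inhibition below 50%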
Calpain2 inh = inhibitors of pig calpain II, primary screen, biochemical, fluorogenic peptide substrate, 1536-well | purified calpain II, 30 min | inhibition, % at 16 µM | hit rate 0.37% among 220,000 | AID 1236, 2008;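 active = inhibition above about 50%, limit read from the data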
p47phox inh = p47phox/p22phox peptide binding inhibitors, primary screen, biochemical, uHTS, NADPH oxidase regulatory subunit. Neutrophil cytosol factor 1 (Homo sapiens), P14598. fluorescence polarization, 2 h. inhibition, % at 24.7 µM. hit rate 0.53% among 220,000. AID 1274, 2008;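 active = inhibition above about 30%, limit read from the data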;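 note: 0% = p47phox with labelled peptide and 100% = labelled peptide alone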
Target sequence (P14598 whole entry, looked up): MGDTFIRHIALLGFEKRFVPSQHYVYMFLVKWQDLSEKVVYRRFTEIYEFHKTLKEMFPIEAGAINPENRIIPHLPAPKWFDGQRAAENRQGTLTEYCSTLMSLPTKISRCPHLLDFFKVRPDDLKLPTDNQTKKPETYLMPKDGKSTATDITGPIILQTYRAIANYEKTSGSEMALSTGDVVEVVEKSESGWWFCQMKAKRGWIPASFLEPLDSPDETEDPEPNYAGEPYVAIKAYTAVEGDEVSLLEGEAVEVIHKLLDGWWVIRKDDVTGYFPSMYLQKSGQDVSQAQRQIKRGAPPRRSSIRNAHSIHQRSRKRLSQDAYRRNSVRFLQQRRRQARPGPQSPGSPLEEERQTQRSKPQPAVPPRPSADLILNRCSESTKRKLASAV
Runt-CBFb FRET = inhibitors of RUNX1 Runt–CBFb binding, primary screen, biochemical, FRET, Cerulean-Runt, Venus-CBFb, uHTS | Runt-related transcription factor 1 (Homo sapiens) + Core-binding factor subunit beta … | Cerulean-Runt/Venus-CBFb FRET ratio 530/480, 1 h | inhibition, % at 20 µM | hit rate 0.46% among 220,000;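 active = inhibition over about 50% at 20 µM in the single-dose screen, limit read from the data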;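 note: 0% = DMSO wells and 100% = excess unlabeled CBFb competitor control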
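Reagent – Venus-CBFb binding partner, 100 nM · Assay system – Cerulean-tagged RUNX1 Runt domain (FRET donor) fusion protein · Input – 100 nM per protein · Incubation – two 1 h room-temperature incubations shielded from light · Measured by – FRET fluorescence · Medium – Tris buffer pH 7.5 with salts and BSA · Benchmarks – unlabeled CBFb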
p97 inhibitor = inhibitors of human p97 ATPase, primary screen, biochemical. Transitional endoplasmic reticulum ATPase (Homo sapiens), P55072. recombinant p97 ATPase, Kinase-Glo ATP luminescence, 3 h. inhibition, % at 8 µM. hit rate 0.42% among 220,000. AID 1481, 2009; in the data active = inhibition above about 15%;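 note: 0% = DMSO vehicle and 100% = wells lacking enzyme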
Runt-SMMHC FRET = inhibitors of RUNX1 Runt–CBFb-SMMHC binding, primary screen, biochemical, FRET, Cerulean-Runt, Venus-CBFb-SMMHC, uHTS | Cerulean-Runt/Venus-CBFb-SMMHC FRET ratio 530/480, 1 h | inhibition, % at 20 µM | hit rate 0.74% among 220,000 | AID 1434, 2008;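 active = mean inhibition across duplicate retests at 20 µM reaching about 50%, limit read from the data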;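 note: 0% = DMSO wells and 100% = wells with excess untagged CBFb-SMMHC; inhibitors lower the FRET ratio by blocking Runt binding to CBFb-SMMHC; some results filed as inactive read as strong as hits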
* hit, by the source's call; / = no result given; [ ] = remark or other dose. Not a hit list. About 2.7% of those tested had a hit in this group.

SMILES | EBV gp42 inh | RBBP9 inh | Furin inhibitor | Tb hexokinase | Calpain2 inh | p47phox inh | Runt-CBFb FRET | p97 inhibitor | Runt-SMMHC FRET
Cc1cc(C(=O)OCC(=O)Nc2nccs2)c2ccccc2n1 | -5.4 | -2.7 | -35.9 | -2.3 | -15.4 | -28.2 | -3.4 | 8.3 | -3.1
C=CCCCN(Cc1ccccc1)S(=O)(=O)c1ccccc1Br | -17.1 | / | -15.4 | 5.7 | 12.7 | -8.8 | -1.1 | / | -2.0
O=C(c1ccccc1)N1CCN(c2ccc([N+](=O)[O-])c(NCc3cccnc3)c2)CC1 | -2.0 | -6.1 | 8.1 | -4.1 | 28.0 | -6.8 | -6.6 | -5.3 | -4.6
COC(=O)c1cccc(S(=O)(=O)N2CCC(C)CC2)c1 | -6.2 | -0.1 | -9.9[20 µM] | 7.4 | 3.5 | 2.0 | 0.5 | -2.1 | -2.7
O=C(CCC(=O)OCC(=O)c1ccc(Br)cc1)Nc1ccc(Br)c2cccnc12 | -1.3 | -6.6 | -7.2[20 µM] | -9.6 | 28.0 | -2.2 | 1.2 | -1.9 | 1.3
COC(=O)CC1=C(C(=O)OC)C(c2ccncc2)C(C#N)=C(N)O1 (stereo not given) | 0.4 | 1.2 | -22.7[20 µM] | -9.2 | -0.7 | -8.4 | -1.9 | -0.1 | -3.7
CC(C(=O)N1CCOCC1)c1ccc([N+](=O)[O-])cc1 (stereo not given) | -3.2 | 0.6 | -1.2 | 26.3 | 6.5 | -1.0 | -0.6 | 3.7 | 3.5
CCCC1CCc2c(sc(NC(=O)c3cccs3)c2C(N)=O)C1 (stereo not given) | -3.5 | -1.6 | -15.9[20 µM] | -7.8 | -105.9 | 3.2 | / | 1.6 | -16.3
COc1ccc(S(=O)(=O)ON=C2CC(C)(C)N(C(C)=O)C(C)(C)C2)cc1 | -10.8 | -1.2 | -40.0 | 1.8 | -8.7 | -3.4 | -1.8 | 1.4 | -0.7
O=C(Cc1ccccc1)NCCSCc1ccc(Cl)cc1 | -9.1 | -6.7 | -24.6[20 µM] | -8.8 | 0.1 | -16.9 | -0.5 | -4.1 | 2.3
Cn1c(NC(=O)c2cccs2)cc(=O)n(C)c1=O | -2.5 | -8.0 | -5.7 | -27.4 | 15.5 | -1.4 | 0.7 | -0.2 | -4.6
CC/C(=N/NC(=O)c1ccc(Br)cc1)c1ccc(OCCN2CCOCC2)cc1 | -2.9 | 0.7 | -24.9 | -0.2 | -1.4 | -7.3 | -1.9 | 3.7 | 1.5
O=C(CNC(=O)c1ccccc1Cl)OCC(=O)N1CCc2ccccc21 | -9.2 | 3.9 | -9.7 | 5.7 | -14.2 | -4.3 | 0.1 | 3.4 | 0.4
Nc1nc(-c2cccs2)c(CC(=O)O)s1 | 0.1 | -10.3 | -16.5 | 2.6 | -9.6 | -11.6 | 6.9 | 1.9 | -9.1
Cc1csc2c(N3CCC(C(=O)O)CC3)ncnc12 | -5.8 | -8.4 | -35.4 | 25.1 | -20.8 | -2.5 | -0.7 | 3.3 | -4.1
COc1cc(CCC(=O)OCC(=O)Nc2c(C)cccc2C(C)C)cc(OC)c1OC | -28.4 | -0.3 | -20.6 | -6.6 | -4.0 | -6.5 | -0.5 | 4.0 | -0.3
Nc1cc2c(cc1C(=O)c1ccc(Cl)cc1)OCCO2 | 1.4 | 4.0 | -17.8[20 µM] | -8.4 | 18.1 | 5.3 | 1.5 | 2.2 | -0.7
COc1cccc(CN2CCC(CO)(CC3CCCCO3)CC2)c1 (stereo not given) | -17.0 | 1.4 | -28.8 | 1.4 | 0.6 | -2.7 | 0.8 | 2.3 | -1.8
COc1ccc(NC(=S)Nc2cccc(S(=O)(=O)N3CCCCC3)c2)cc1 | -5.3 | -8.6 | -6.3 | 30.4 | 6.9 | -13.2 | 0.2 | 2.8 | -3.7
COc1cccc(C(=O)N/N=C2/SCC(=O)N2CCc2ccc(OC)c(OC)c2)c1 | 4.6 | -6.4 | -11.0[20 µM] | 0.6 | -31.3 | 18.6 | -0.2 | 3.5 | 6.0
CC(C)(O)C#CC#CCN1CCOCC1 | -9.2 | -8.5 | -18.3 | -2.5 | -0.1 | -7.3 | 0.4 | 0.2 | -1.2
O=C(Nc1ncccc1Cl)c1ccc2c(c1)OCCO2 | 4.1 | -8.2 | -24.6 | 3.3 | -17.7 | 1.3 | 0.2 | 1.5 | -0.3
NC(=O)Cc1nc2scc(-c3ccc(Cl)cc3)c2c(=O)[nH]1 | -5.4 | -14.1 | -12.8 | 4.8 | 21.7 | -1.1 | 1.6 | -0.6 | 3.6
CC(=O)Nc1ccc(S(=O)(=O)N2CCSC2C(=O)O)cc1 (stereo not given) | -16.4 | -0.2 | -20.6[20 µM] | 1.7 | -7.7 | -1.6 | -0.2 | 2.6 | -2.2
CN(C)C=NC1=NN(c2cccc(C(F)(F)F)c2)CC1 | -10.5 | -0.8 | -13.4[20 µM] | -25.1 | -23.2 | -7.0 | 2.0 | 4.7 | -0.5

Sorted by the number under p47phox inh (smallest number first): three of the compounds above.
SMILES | EBV gp42 inh | RBBP9 inh | Furin inhibitor | Tb hexokinase | Calpain2 inh | p47phox inh | Runt-CBFb FRET | p97 inhibitor | Runt-SMMHC FRET
CC/C(=N/NC(=O)c1ccc(Br)cc1)c1ccc(OCCN2CCOCC2)cc1 | -2.9 | 0.7 | -24.9 | -0.2 | -1.4 | -7.3 | -1.9 | 3.7 | 1.5
Cc1csc2c(N3CCC(C(=O)O)CC3)ncnc12 | -5.8 | -8.4 | -35.4 | 25.1 | -20.8 | -2.5 | -0.7 | 3.3 | -4.1
O=C(Nc1ncccc1Cl)c1ccc2c(c1)OCCO2 | 4.1 | -8.2 | -24.6 | 3.3 | -17.7 | 1.3 | 0.2 | 1.5 | -0.3

Only Tb hexokinase and RBBP9 inh, for some of the entries so far:
compound | Tb hexokinase | RBBP9 inh
CN(C)C=NC1=NN(c2cccc(C(F)(F)F)c2)CC1 | -25.1 | -0.8
O=C(CNC(=O)c1ccccc1Cl)OCC(=O)N1CCc2ccccc21 | 5.7 | 3.9
COc1cccc(CN2CCC(CO)(CC3CCCCO3)CC2)c1 (stereo not given) | 1.4 | 1.4

(continued)
SMILES | EBV gp42 inh | RBBP9 inh | Furin inhibitor | Tb hexokinase | Calpain2 inh | p47phox inh | Runt-CBFb FRET | p97 inhibitor | Runt-SMMHC FRET
O=C(CCCn1cnc([N+](=O)[O-])n1)Nc1cccc(O)c1 | -0.9 | -2.2 | -30.0 | -1.8 | -31.1 | -4.3 | 3.1 | 5.2 | -2.3
O=C(NCc1cccc(Cl)c1)c1cccnc1 | -17.6 | -4.8 | -8.6[20 µM] | 8.6 | -0.5 | -12.1 | 1.7 | -0.8 | -6.2
CCCCCOC(=O)C(C)Sc1n[nH]c(=O)[nH]c1=O (stereo not given) | -12.0 | -2.1 | -6.2 | -10.4 | 0.7 | -5.8 | 0.3 | 0.1 | 2.3
O=C(N/N=C/c1cc([N+](=O)[O-])c(N2CCOCC2)cc1N1CCOCC1)c1cccnc1 | -0.2 | -0.3 | 14.4 | -30.8 | 18.4 | -3.1 | -1.9 | 1.9 | 1.3
COc1ccccc1-n1cnnc1SCC(=O)Nc1cccc(S(=O)(=O)N2CCCCC2)c1 | 6.5 | -4.8 | -21.1 | -2.0 | -11.1 | -3.6 | -0.8 | 6.2 | 5.7
O=S1(=O)CC(O)C(Nc2ccc(Cl)cc2)C1 (stereo not given) | -18.0 | -1.0 | -21.7[20 µM] | 5.3 | 1.3 | -3.7 | -3.0 | 4.5 | 3.4
O=C(CSc1nncs1)NC1CCCc2ccccc21 (stereo not given) | -9.3 | -1.8 | -18.1 | 0.7 | 1.6 | -9.9 | -0.4 | 2.6 | 0.8
O=C(Cn1nnc(-c2ccc(N3CCOCC3)cc2)n1)N1CCOCC1 | -22.7 | -5.3 | -13.6 | -7.7 | 15.5 | 2.6 | 0.7 | 4.5 | -44.0
O=C(O)CC1CCCC(c2ccccc2)C1=O (stereo not given) | -2.6 | -5.9 | -18.5[20 µM] | -3.9 | -7.5 | -13.5 | 3.5 | 2.9 | -7.3
COC(=O)c1ccccc1NC(=O)C1CCN(S(=O)(=O)c2cc(C)ccc2OC)CC1 | -7.7 | -4.8 | -10.5[20 µM] | 2.1 | 10.7 | -9.5 | -2.0 | -3.4 | 3.8
Cc1ccc(-c2n[nH]c(=S)n2/N=C/c2sccc2C)cc1 | -7.0 | 0.1 | -19.1 | 7.2 | 2.4 | -0.4 | 20.9 | -1.0 | 19.5
CCCCNC(=O)C1(c2ccc(OC)cc2)CCOCC1 | -14.7 | -7.3 | -11.4[20 µM] | 1.0 | -15.6 | 6.0 | -1.7 | -2.2 | -1.3
CN(C)S(=O)(=O)c1ccc(C(=O)OCC(=O)c2ccc(OC(F)F)cc2OC(F)F)cc1 | -27.2 | 1.2 | -23.8 | -3.7 | -2.9 | -10.4 | -1.8 | -0.3 | -1.8
COc1ccc(-n2c(SCC(N)=O)nc3nc4c(cc3c2=O)COC(C)(C)C4)cc1 | -7.0 | -8.5 | -13.6[20 µM] | -10.4 | -42.4 | -5.2 | 0.3 | 0.1 | -2.7
Cn1c(NC(=O)c2ccc(Cl)s2)cc(=O)n(C)c1=O | -12.2 | -9.7 | -1.3[20 µM] | -27.1 | 25.3 | -14.6 | -5.8 | 4.5 | -7.7
Cc1ccccc1OCC(=O)NC1=NCCS1 | -6.0 | 2.0 | -13.6[20 µM] | -4.9 | -24.2 | -88.3 | 2.6 | 1.3 | 5.7
CC(C)C1CC(c2csc(N)n2)CCO1 (stereo not given) | -13.1 | -14.6 | -2.1 | 3.2 | -10.6 | -4.1 | -0.1 | -3.7 | 1.4
Nc1c(S(=O)(=O)c2ccccc2)cnc2c(-c3ccc(F)cc3)cnn12 | -9.0 | -10.2 | -13.4[20 µM] | -18.5 | -96.7 | -8.0 | -2.4 | -0.4 | -0.5
O=C(Nc1ccc(S(=O)(=O)N2CCOCC2)cc1)c1ccc2c(c1)S(=O)(=O)c1ccccc1C2=O | 0.4 | -1.5 | -28.9 | -9.3 | -62.1 | -4.0 | -0.8 | -0.3 | -0.2
COC(=O)[C@@H]1C[C@@]2(O)[C@@H](O)[C@@H](O)[C@@H](O)C[C@H]2N1Cc1ccc(-c2ccccc2)cc1 | -17.8 | / | -24.6 | 2.0 | 15.2 | -16.2 | 0.9 | / | -0.2
CCOc1ccc(N(C)S(=O)(=O)c2ccc(C)c(C(=O)OCC(=O)c3c[nH]c4ccccc34)c2)cc1 | -22.1 | -41.4 | -17.0 | 6.5 | -42.8 | -44.2 | 1.8 | 2.5 | 0.1
COc1cccc(C2=NOC(C(=O)NCc3ccccc3)C2)c1 (stereo not given) | -14.9 | -3.0 | -11.1 | 43.3 | -0.8 | 4.8 | 1.2 | -3.3 | -0.6
